ABHD5-PLIN5 inh: inhibitors of human ABHD5-perilipin-5 interaction. Q00G26+Q8WTS1. Split G. princeps luciferase complementation, luminescence, 4 h. inhibition, % at 4 µM. 360,000 tested, 0.78% active;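 active means inhibition above the mean inhibition across every tested compound plus 3 SD, cut at about 22% in these data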;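 further: 0% = DMSO only wells and the 100% control is not disclosed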
Cardio protect: myocardial damage modulation in H9c2 cells | AID 588492 | protection from H2O2 cell death, % at 20 µM | H9c2 cardiomyocytes, H2O2 injury protection, ATPLite, 2 h | 360,000 tested, 0.63% active;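 active means compounds giving at least 50% protection of heart cells from peroxide-induced death in the single-dose screen, raw or plate-pattern-corrected value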;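 further: 0% = DMSO wells with peroxide and 100% = DMSO wells without peroxide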
N-glyco inh: N-linked glycosylation inhibition | D54 ERlucT glycosylation luciferase reporter, 24 h; percent of 100 nM tunicamycin response | reporter increase, % at 12.5 µM | 360,000 tested, 0.23% active | AID 588692;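 active means mean luciferase reporter signal, scaled so untreated is 0 and the glycosylation-blocking control 100, at or above a set limit in every replicate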;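 further: luciferase carries N-glycosylation sites so blocking glycosylation raises the light; 0% = median of neutral control wells and 100% = median of 100 nM tunicamycin wells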
Exocytosis inh: lytic granule exocytosis inhibition | TALL-104 LAMP-1 surface exposure, flow cytometry; cells stimulated with thapsigargin and PMA | inhibition, % at 10 µM | 360,000 tested, 0.66% active | AID 651702;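 active means inhibition above about 55%, limit read from the data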
m5-HT2A agonist: agonists of mouse serotonin 5-HT2A receptor (HTR2A) | CHO-K1 mHTR2A beta-arrestin complementation, luminescence; percent of 30 µM serotonin response | 360,000 tested, 0.66% active | activation, % at 7.6 µM | P35363 | AID 624169;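 active means activation above a run cutoff, the mean activation of all tested compounds plus 3 SD, cut at about 14% in these data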;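 further: 0% = plate median of compound wells and 100% = 30 µM serotonin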
Target sequence (P35363 whole entry, looked up): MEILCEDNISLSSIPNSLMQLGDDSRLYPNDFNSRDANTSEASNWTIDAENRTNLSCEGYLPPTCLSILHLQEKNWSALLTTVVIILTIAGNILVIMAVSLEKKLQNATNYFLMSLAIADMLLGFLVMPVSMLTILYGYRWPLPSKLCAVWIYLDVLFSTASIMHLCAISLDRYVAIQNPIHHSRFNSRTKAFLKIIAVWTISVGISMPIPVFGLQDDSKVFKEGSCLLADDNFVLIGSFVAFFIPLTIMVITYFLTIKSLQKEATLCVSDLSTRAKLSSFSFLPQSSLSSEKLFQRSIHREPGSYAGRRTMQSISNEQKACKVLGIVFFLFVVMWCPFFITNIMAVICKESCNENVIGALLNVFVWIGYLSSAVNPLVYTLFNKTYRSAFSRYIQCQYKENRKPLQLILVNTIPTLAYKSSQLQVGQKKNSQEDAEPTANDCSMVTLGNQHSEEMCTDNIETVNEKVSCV
MC4R barr agon: human MC4R agonism via beta-arrestin | AID 540308 | U2OS MC4R beta-arrestin complementation, luminescence; percent of melanotan II response, DMSO zero | 360,000 tested, 0.98% active | activation, % at 8.9 µM | P32245;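 active means activation above a per-plate cutoff, the mean activation of sample wells on that plate plus 3 SD, cut at about 8% in these data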
PDI turbidity: inhibitors of human protein disulfide isomerase | P07237 | PDI insulin aggregation turbidity, A650, 90 min | inhibition, % at 10 µM | 350,000 tested, 0.052% active;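 active means mean inhibition across replicates of 30% or more, whatever share of single replicates reach that level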;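 further: absorbance from insulin aggregation driven by PDI reduction with DTT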
Target sequence (P07237 whole entry, looked up): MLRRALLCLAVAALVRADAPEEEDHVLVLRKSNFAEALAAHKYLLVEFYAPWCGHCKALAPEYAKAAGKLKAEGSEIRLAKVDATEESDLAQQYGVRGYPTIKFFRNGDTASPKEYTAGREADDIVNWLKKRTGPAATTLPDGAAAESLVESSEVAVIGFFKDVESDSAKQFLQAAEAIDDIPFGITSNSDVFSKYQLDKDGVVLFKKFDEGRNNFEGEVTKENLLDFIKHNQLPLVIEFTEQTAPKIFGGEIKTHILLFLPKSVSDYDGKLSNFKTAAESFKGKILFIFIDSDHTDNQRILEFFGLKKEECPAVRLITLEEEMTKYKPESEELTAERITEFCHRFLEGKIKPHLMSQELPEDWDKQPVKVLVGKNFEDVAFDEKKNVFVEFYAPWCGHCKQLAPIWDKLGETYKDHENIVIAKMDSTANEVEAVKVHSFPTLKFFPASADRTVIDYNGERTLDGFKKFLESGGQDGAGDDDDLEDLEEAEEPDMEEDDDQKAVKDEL
ABCB6 inh 2: blocks the human ABCB6 transporter. Q9NP58. K562-ABCB6 porphyrin accumulation, flow cytometry, 1 h; active compounds read low. fluorescence ratio to DMSO, % at 10 µM. 360,000 tested, 0.19% active. AID 602162;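 active means fluorescence ratio to DMSO below 75%, the collection mean minus 3 SD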;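 further: signal is porphyrin accumulated inside mitochondria; 100% equals median channel fluorescence of DMSO control wells; lower ratio means ABCB6 inhibition with less porphyrin fluorescence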
CaV13 ICDI inh: Disruptors of the CACNA1D IQ motif to Ca2+-dependent inactivation inhibitor domain association, primary screening, Förster resonance energy transfer in intact living …. HEK cells, CFP/YFP FRET ICDI-IQ, plate reader, 10 min; percent FRET-ratio fall versus neutral wells. inhibition, % at 12.3 µM. 340,000 tested, 0.098% active. AID 743397;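 active means mean replicate inhibition of at least 30% and at least 1% of replicates passing that level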;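 further: 0% = median of the neutral control wells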
MC4R antag cAMP: blocks human MC4R cAMP signaling; P32245; MC4R-expressing cells, MTII-stimulated cAMP, LANCE TR-FRET; inhibition, % at 6.5 µM; 360,000 tested, 0.48% active;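 active means inhibition above its plate's cutoff, the mean of tested wells on that plate plus 3 SD, cut at about 29% in these data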;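 further: 0% = Melanotan II alone and 100% = Melanotan II plus saturating MCL0020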
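System – human MC4R-expressing U2OS cells · Also added – Melanotan II · Dosing – one concentration, 6.5 µM nominal · Timing – 30-min compound, 1-h challenge, 1-h detection, room temperature · Measured by – Eu-cAMP/anti-cAMP TR-FRET, emission 671 nm · Replicates – singlicate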
An asterisk follows results filed as active; . = no result given. Compounds as they come, and some 4.2% of all compounds hit somewhere here.

SMILES | ABHD5-PLIN5 inh | Cardio protect | N-glyco inh | Exocytosis inh | m5-HT2A agonist | MC4R barr agon | PDI turbidity | ABCB6 inh 2 | CaV13 ICDI inh | MC4R antag cAMP
COc1ccc(/C=C\c2nc(=O)c3ccccc3o2)cc1 | 4 | -20 | -12 | 0 | -3 | -1.1 | -7 | 104 | -7 | 8
O=C(COC(=O)Cn1[nH]c(=O)c2ccccc2c1=O)Nc1c(Cl)cccc1C(F)(F)F | -8 | 89* | 3 | -11 | 4 | -3.3 | -7 | 93 | -5 | 15
O=C(Cn1cnc2c(cnn2-c2ccc(Cl)cc2)c1=O)NCCc1ccccc1 | -3 | -10 | 2 | 2 | 5 | 3.9 | -13 | 100 | -6 | 12
O=S(=O)(O)c1ccc(N=Nc2ccccc2)cc1 | 6 | 4 | 5 | 0 | -4 | -0.7 | 21 | 98 | -2 | 3
Oc1ccccc1CN1CCCC(N2CCN(c3cccc(C(F)(F)F)c3)CC2)C1 (stereo unspecified) | 6 | -3 | -2 | 68* | -8 | 3.0 | 4 | 100 | -5 | 2
Cc1ccccc1-n1c(C)cc(/C=N/NC(=O)c2ccc(CN3CCOCC3)cc2)c1C | 1 | -8 | -1 | 4 | 0 | -1.9 | 5 | 100 | -8 | -8
O=C(Nc1ccccc1Cl)c1ccn[nH]1 | -2 | 0 | 0 | -2 | -4 | -0.9 | -2 | 94 | . | 2
Cn1cccc1C(=O)OCC(=O)Nc1ccc2c(c1)CCC2 | 0 | -5 | -1 | 2 | -2 | -1.9 | -9 | 98 | -4 | 1
CCN(C[C@H]1N[C@@](CC)(C(=O)OC)[C@H]2C(=O)N(Cc3ccccc3)C(=O)[C@@H]12)C(C)=O | -7 | 10 | -1 | 1 | -2 | 0.7 | 1 | 100 | -5 | 10
CCn1c(-c2cc(-c3ccc(OC(C)C)cc3)nc3ccccc23)n[nH]c1=S | -5 | -16 | -3 | 0 | 4 | -1.4 | -2 | 90 | -9 | 5
CC1=NN(c2ccc([N+](=O)[O-])cc2)C(=O)C1 | -2 | 3 | 1 | -14 | -3 | -0.9 | 11 | 101 | . | 6
Cc1ccccc1C(=O)Nc1ccnn1C1CCN(C(=O)c2ccoc2)CC1 | 1 | 0 | . | -3 | -1 | -2.6 | 4 | 103 | -9 | 1
CCCn1c(N2CCN(C(=O)Nc3ccccc3)CC2)nc2ccccc21 | 6 | 9 | -2 | -6 | 4 | -0.8 | -1 | 98 | 5 | 9
C=CCn1cc(C(=O)NCCOC)c(=O)c2cc(S(=O)(=O)N(CC)CC)ccc21 | 3 | 8 | 1 | -1 | 2 | 1.3 | 0 | 102 | -6 | -4
CCOC(=O)c1cc2occc2n1CC(=O)N1CCN(C(=O)c2ccco2)CC1 | -7 | 2 | 0 | -2 | 8 | 0.7 | 10 | 99 | -8 | 15
CC(=O)Nc1c(O)c2cccc3c2n(c1=O)CCC3 | -3 | 1 | 1 | 0 | 8 | -1.5 | -5 | 103 | -4 | 14
CC(C)(CCc1ccccn1)C(=O)CCCc1ccccn1 | 2 | 2 | -1 | 1 | -3 | -1.7 | 6 | 95 | -6 | 1
O=C(NNC(=O)c1ccc2ccccc2c1O)Nc1ccc(F)cc1 | 2 | 5 | 5 | 1 | -2 | -2.1 | 3 | 93 | . | -3
Cc1ccccc1C(=O)NCCNc1ccc([N+](=O)[O-])cc1 | 1 | 5 | 1 | -1 | -6 | -5.6 | 5 | 99 | 4 | 4
CCSc1nc(O)c(C2OC(=O)c3c2ccc(OC)c3OC)c(=O)n1CC (stereo unspecified) | -5 | -5 | 0 | -1 | -4 | -0.8 | -1 | 101 | . | 0
O=C(OCC(=O)N1CCCCCC1)c1cccc(Cl)c1 | 6 | -5 | -1 | -1 | 9 | -1.2 | -11 | 97 | -2 | 7
CC(=O)N1CCN(S(=O)(=O)c2cccc(C(=O)NC3CCC(C)CC3)c2)CC1 (stereo unspecified) | 0 | 10 | 0 | 0 | 1 | -0.6 | 0 | 92 | 7 | 3
N#Cc1ccc(OCC(=O)N2CCN(S(=O)(=O)c3cccc(Cl)c3)CC2)cc1 | -2 | -5 | 0 | 1 | -5 | 1.7 | -3 | 103 | -16 | 9
NNC(=O)CN1C(c2ccc(Cl)cc2)=Nc2ccc(Br)cc2C1c1ccccc1 (stereo unspecified) | -4 | -3 | -2 | 3 | -5 | 1.6 | 2 | 96 | -5 | -4
Cn1c(=O)c2cc(S(=O)(=O)N3CCOCC3)ccc2n(C)c1=O | -9 | 1 | 1 | 3 | 9 | 0.3 | 3 | 103 | -7 | -4
Cc1ccc(NS(=O)(=O)c2cccc3cccnc23)c(Cl)c1 | 3 | -8 | -1 | -21 | -5 | 0.3 | -16 | 101 | -4 | 1
Cc1ccc(C(CNS(=O)(=O)c2ccc(Cl)cc2)N2CCN(C)CC2)cc1 (stereo unspecified) | 10 | 17 | 0 | -3 | -14 | -2.2 | 10 | 101 | -3 | -1
CC1CCCC(C)N1C(=O)COC(=O)Cc1c[nH]c2ccccc12 (stereo unspecified) | 10 | -1 | 1 | -3 | 2 | -1.3 | -9 | 101 | -6 | 5
CCCn1c(=O)[nH]c2ccccc21 | -1 | -4 | 1 | 6 | 2 | -0.1 | 3 | 119 | -6 | -4
Cc1cccc(C)c1N1C(=O)CN(Cc2ccccc2)C1=S | -5 | 6 | -1 | 19 | -8 | -0.5 | -1 | 94 | -4 | 1
COCCNc1c2c(nc3c(-c4ccccc4)c(C)nn13)CCC2 | 1 | -3 | 2 | -1 | -5 | -0.8 | 7 | 102 | -12 | 14
NCCSc1c(-c2ccc(F)cc2)[nH]c2ccccc12 | 4 | 0 | -3 | 4 | -11 | -0.3 | -2 | 96 | -2 | 2
Cc1ccnc(SCc2nc3ccccc3s2)n1 | -2 | -1 | -5 | -2 | -2 | -2.1 | 5 | 101 | -11 | -1
COc1ccccc1N1CCN(C(=S)Nc2ccc3nc(N4CCOCC4)cc(C)c3c2)CC1 | 4 | 0 | 0 | 1 | 1 | -0.2 | 11 | 98 | -6 | 10
CCN1CCN(C(=O)c2cc3cc(F)ccc3[nH]2)CC1 | -8 | -2 | 1 | -14 | -9 | -0.4 | 3 | 82 | -4 | -4
Cc1ccc(S(=O)(=O)N2[C@@H](c3ccc(C#N)cc3)C(C(=O)O)=C[C@H]2CC2CCCC2)cc1 | -5 | -1 | -1 | -2 | -1 | -0.6 | 7 | 97 | -5 | 14
Cn1c(N)c(C(c2ccccc2)c2c(N)n(C)c(=O)n(C)c2=O)c(=O)n(C)c1=O | -3 | 16 | 4 | 5 | 0 | 1.4 | 6 | 104 | -10 | 15
CCOc1ccc(-c2cc(N3C(=O)Nc4ccccc4N3O)on2)cc1 | 4 | -20 | -1 | -4 | 6 | -1.1 | 0 | 99 | -5 | 6
S=C(Nc1cccc(Cl)c1)N(CCCN1CCCC1)Cc1cccn1Cc1ccc(Cl)cc1 | 17 | -14 | -2 | 85* | -9 | -0.3 | 0 | 94 | 4 | 26
NC(=O)Cn1nnc(-c2ccccc2NC(=O)c2cnccn2)n1 | 0 | 8 | 2 | -1 | 4 | -0.1 | 14 | 92 | . | 1
c1ccc2c(c1)nc1n2CCS1 | 2 | 5 | 1 | -1 | 0 | 2.7 | 3 | 102 | -5 | -8
CCCOc1ccc(N2C(=O)CC(N(Cc3ccccc3)N=O)C2=O)cc1 (stereo unspecified) | -2 | 0 | 1 | -3 | 2 | -1.1 | -3 | 91 | -4 | -3
Cc1ccc(C2CC(c3ccc(Cl)cc3)=NNC2=O)cc1 (stereo unspecified) | -2 | -15 | -2 | -1 | -4 | 0.4 | 0 | 98 | -6 | 2
N#CCCN(Cc1ccccc1)C(=O)Nc1ccc2c(c1)CCO2 | -4 | 0 | -1 | -3 | 3 | -0.1 | 22 | 100 | -20 | 4
COc1cc(NCc2ccccc2O)c2ncccc2c1 | 2 | 0 | 4 | 27 | 3 | 0.1 | -3 | 88 | -14 | 3
O=C(CCCn1cncn1)N1CCCC(N2CCN(c3ccccc3F)CC2)C1 (stereo unspecified) | -5 | 1 | 1 | -17 | -2 | -1.0 | -1 | 98 | -4 | 17
S=C(Nc1ccc(Cl)c(Cl)c1)N1CCN(c2ccccn2)CC1 | -12 | 2 | 2 | 19 | 0 | 15* | 0 | 93 | -5 | 27
Cc1nnc(SCC(=O)Nc2cc(C(N)=O)cc(C(N)=O)c2)n1-c1ccccc1 | -5 | -1 | 2 | -7 | 10 | 0.7 | 22 | 92 | -7 | -1
O=C(c1ccco1)N1CCN(C(=O)N2CCCC2)CC1 | 1 | 5 | 0 | 1 | 2 | 0.7 | 9 | 90 | -13 | -1
O=C(CCc1nnc2ccc(NCc3ccco3)nn12)Nc1cccc(F)c1 | 16 | 6 | 2 | 1 | -3 | -2.4 | 4 | 97 | -4 | 2
O=C(NCC1CCCO1)c1onc(CSc2ccc(F)cc2)c1C(=O)O (stereo unspecified) | 9 | -1 | 0 | -4 | 7 | -1.8 | -1 | 100 | -11 | -2
COc1ccc(OC)c(NC(=O)CCCNC(=O)Cn2cnc3sc(C)c(C)c3c2=O)c1 | -8 | -2 | 0 | -3 | 1 | 0.3 | 3 | 172 | -3 | 9
O=C(N/N=C/c1ccccn1)c1cc(-c2ccccc2Cl)n[nH]1 | -7 | 45 | 3 | 0 | -4 | -4.6 | 5 | 98 | -5 | -1
Cc1cc(C)cc(CC(=O)N2CCC2(C)C(=O)NS(=O)(=O)c2ccccc2C)c1 (stereo unspecified) | -6 | 3 | 2 | -3 | 0 | -0.6 | 2 | 98 | -5 | 15
COc1cc(CCN2C(=O)c3cccc4cccc(c34)C2=O)c(S(=O)(=O)N2CCC(C)CC2)cc1OC | 1 | 7 | -4 | -2 | 1 | -1.1 | -4 | 88 | -8 | 13
CC(=O)Nc1ccc(C(=O)OCC(=O)/C(C#N)=C(\C)N)cc1 | -1 | 10 | 1 | -1 | 11 | 0.2 | -29 | 94 | -2 | -6
Cc1ccc(-c2nc(NCc3ccc(F)cc3)n(S(C)(=O)=O)n2)cc1 | -2 | -8 | 1 | -2 | -8 | 3.1 | -7 | 105 | -9 | 16
Nc1ccc(OCCc2ccccc2)cc1 | -8 | -6 | -3 | -12 | -1 | -1.2 | 0 | 94 | -5 | 10
